# Screening data: PubChem, several laboratories
# MsrA act: bovine methionine sulfoxide reductase A activation | purified bovine MsrA, absorbance read-out | activation, % at 10.6 µM | 360,000 compounds, 0.3% hits | AID 602163; in the data active means activation above about 7.5%;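 further: 0% = vehicle and 100% = reference activator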
# Rpn11 block: Rpn11 (human) deubiquitinase inhibition; calls only at 20 µM; 360,000 compounds, 0.59% hits; human 26S proteasome, Ub4-pepOG fluorescence polarization; 20S core pre-blocked with epoxomicin; O00487; AID 588493;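 active means inhibition at 20 µM, scaled to each plate's controls, above about 33%, limit read from the data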
# Target sequence (O00487 whole entry, looked up): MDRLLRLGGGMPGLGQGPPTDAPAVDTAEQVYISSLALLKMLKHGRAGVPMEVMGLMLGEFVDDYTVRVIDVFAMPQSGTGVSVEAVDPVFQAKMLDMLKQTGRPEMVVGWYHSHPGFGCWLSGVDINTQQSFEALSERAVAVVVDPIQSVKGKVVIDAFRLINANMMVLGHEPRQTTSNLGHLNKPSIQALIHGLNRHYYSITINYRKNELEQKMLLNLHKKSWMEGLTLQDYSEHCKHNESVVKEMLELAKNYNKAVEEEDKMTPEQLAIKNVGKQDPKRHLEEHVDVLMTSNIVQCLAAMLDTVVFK
# MsrA inhibitor: inhibitors of bovine MsrA; 360,000 compounds, 0.75% hits; inhibition, % at 15.5 µM; AID 651718; purified bovine MsrA, absorbance read-out; in the data active means inhibition above about 4.5%;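 further: 0% = vehicle wells with enzyme and 100% = reference inhibitor wells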
# MT1-MMP act inh: MT1-MMP (human) activation inhibition | P50281 | HT1080 RFP-PRO-GFP cells, GFP/RFP ratio fluorescence, overnight; percent of plate control window, DMSO zero | GFP/RFP ratio change, % at 20 µM | 360,000 compounds, 0.061% hits | AID 651647;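 active means GFP/RFP ratio change of at least 30% with cell ATP level not reduced by more than half and red fluorescence within 50% of control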; further: strong numbers were not always called active
#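 Assay system: RFP-PRO-GFP reporter HT1080 cells; read-out basis: GFP/RFP fluorescence ratio; benchmarks: DMSO wells and RFP-L50D-GFP cells; doses: 20 µM single dose, 1% DMSO; schedule: overnight cell settling, then overnight compound exposure, 37 °C, 5% CO2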
# FAS-TE inh: FAS thioesterase (human) inhibition | P49327 | recombinant FAS-TE, OMFH fluorogenic substrate, fluorescence endpoint | inhibition, % at 15 µM | 360,000 compounds, 0.67% hits;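 active means compounds whose normalised, plate-corrected inhibition of enzyme fluorescence in the single-dose primary screen is 50% or more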;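 further: 0% = DMSO with enzyme and 100% = substrate without enzyme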
# Rin1-Abl PPI inh: blocks binding of human Rin1 to Abl. P00519+Q13671. TR-FRET Rin1/Abl binding, biochemical. inhibition, % at 7.35 µM. 360,000 compounds, 0.4% hits. AID 588664; in the data active means inhibition above about 5%, passing the limit was not always enough
# eLon inh: E. coli protease La inhibition | 360,000 compounds, 0.42% hits | purified E. coli Lon protease, fluorescence polarization | inhibition, % at 7.94 µM | P0A9M0; in the data active means inhibition above about 13%, passing the limit was not always enough;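 further: 0% = enzyme with probe and DMSO and 100% = no enzyme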
# CSN deneddyl inh: blocks human CSN-mediated cullin deneddylation; AID 651999; inhibition, % at 12.5 µM; Purified CSN, SCF-Nedd8-OG deneddylation, fluorescence polarization; 360,000 compounds, 0.38% hits;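 active means pattern-corrected inhibition above about 35%, with an unprinted fluorescence ratio check between 0.5 and 1.5, limit read from the data, passing the limit was not always enough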;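 further: 0% = enzyme with substrate and 100% = substrate without enzyme; some results filed as inactive read as strong as hits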
# Target sequence (Q92905 whole entry, looked up, one chain of several): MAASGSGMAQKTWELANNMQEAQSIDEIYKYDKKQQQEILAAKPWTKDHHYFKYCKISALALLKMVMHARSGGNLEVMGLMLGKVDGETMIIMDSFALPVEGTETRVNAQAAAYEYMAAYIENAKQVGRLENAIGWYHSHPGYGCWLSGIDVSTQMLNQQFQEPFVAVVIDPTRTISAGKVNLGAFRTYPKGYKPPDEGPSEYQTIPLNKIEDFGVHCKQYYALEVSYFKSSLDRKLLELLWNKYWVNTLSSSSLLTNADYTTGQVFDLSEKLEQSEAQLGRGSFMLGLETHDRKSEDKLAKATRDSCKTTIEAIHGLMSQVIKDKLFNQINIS
#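 Schedule: reaction 90 min, room temperature / Assay system: HEK293T-derived human Csn5 enzyme / Input: Csn5 at 0.24 nM final / Measure: inhibition of Csn5 cleavage, % / Control set: substrate-only high control, full reaction low control / Technique: fluorescence polarization of the substrate / Buffer or medium: Tris/NaCl/DTT buffer, pH 7.5 / Reagent: SCFSkp2-Nedd8OG substrate at 10 nM final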
# PABP1 MLLE inh: inhibitors of microRNA-mediated deadenylation, human PABP1 MLLE binding; GST-MLLE / FITC-PAM2 fluorescence polarization; inhibition, % at 20 µM; 360,000 compounds, 0.36% hits; AID 588489; in the data active means inhibition above about 35%, passing the limit was not always enough;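 further: plate controls were DMSO wells with GST-MLLE for no effect and wells lacking GST-MLLE protein for full effect; some results filed as inactive read as strong as hits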
# Active calls of the source: *; i = inactive; x = not tested or not shown.
SMILES,MsrA act,Rpn11 block,MsrA inhibitor,MT1-MMP act inh,FAS-TE inh,Rin1-Abl PPI inh,eLon inh,CSN deneddyl inh,PABP1 MLLE inh
O=C(O)C1(S(=O)(=O)c2ccc(Cl)cc2)CCC1,-4,i,0.0,-1,-7,0,-3,-2,-8
Cc1ccc(-c2nnc(N(C)C(=O)C3CCCO3)s2)cn1 (configuration not stated),-4,i,-0.8,1,-5,0,5,-3,9
O=C1CCC(=O)N1CCSC(=S)N1CCSCC1,-8,i,-1.2,4,-4,0,9,-3,-16
O=C(Cc1ccc(Cl)cc1)Nc1ccccc1Sc1ccccc1,-7,i,-0.4,-5,44,0,-11,-4,-10
CN(CC(=O)Nc1c(Cl)cccc1Cl)C(=O)CCCN1C(=O)c2ccccc2C1=O,-2,i,0.7,4,1,-5,-1,-6,5
O=C1CCC[C@@H]2[C@H](Cc3ccccc3)[C@@H](O)C[C@@H]3CCN1[C@@H]32,-2,i,0.5,1,-6,-2,-1,-4,-4
O=C(N/C(=C/c1cn(-c2ccccc2)nc1-c1ccccc1)C(=O)N1CCOCC1)c1ccc(Cl)cc1Cl,0,i,-0.2,-2,3,-1,14,7,3
c1ccc2c(c1)CCNC2c1ccncc1 (configuration not stated),-2,i,1.0,-5,-6,-1,-9,-1,-4
O=C(O)c1ccc(CN2C(=O)c3ccccc3S2(=O)=O)cc1,-2,i,-0.3,-2,-9,0,-3,-3,11
Cc1cc2nc(SCCN3CCOCC3)[nH]c2cc1C,-8,i,1.3,-3,-10,3,-3,-10,-35
Cc1cccc(C)c1Nc1nnc(SCC(=O)Nc2cc(S(=O)(=O)N3CCCCC3)ccc2Cl)s1,1,i,3.5,-4,6,0,2,-10,-11
COCC(=O)N(Cc1cc2cc(C)ccc2[nH]c1=O)c1cccc(C)c1C,-2,i,0.8,-3,-3,0,10,6,5
O=C(O)C1CCCCC1C(=O)NCc1ccc(F)cc1 (configuration not stated),-13,i,-0.4,2,-14,-1,-2,4,2
O=C(NC12CC3CC(CC(C3)C1)C2)c1ccc(-c2cccc(Cl)c2)o1,-3,i,-0.2,-9,35,3,-3,-5,14
COc1ccccc1Nc1nc(N)nc(CCl)n1,5,i,-1.8,-2,-1,2,-2,-5,10
N=C1SCC(=O)N1c1ccc(Cl)cc1,-5,i,-0.6,-2,-8,3,-7,-1,2
O=C(OCc1ccccc1)N(CCCCN(CCCNCc1ccccc1)C(=O)OCc1ccccc1)CCCNCc1ccccc1,-2,i,-1.5,-33,3,0,2,-1,3
Cc1nnc(SCC(=O)NC2CCCC2)n1-c1ccccc1,-2,i,0.1,0,-5,3,-6,-3,2
CC(C)C1C(=O)N(Cc2cn(CC3CCCCC3)nn2)CCS(=O)(=O)N1Cc1ccc(-c2ccc(F)nc2)cc1 (configuration not stated),8.9*,i,0.2,4,18,-1,-6,-2,5
C[C@]12c3[nH]c4ccc(Cl)cc4c3CCN1C(=O)[C@@H](CC(=O)NCc1cccc(C(F)(F)F)c1)C[C@@H]2C(=O)N1CCOCC1,-1,i,-0.1,-17,29,-2,-3,-1,-11
COC(CNC(=O)c1ccc(N2CCCC2=O)cc1)OC,0,i,-0.9,0,-1,-2,1,0,4
CCCCNC(=O)C1(NC(=O)Nc2ccccc2)CCCCC1,0,i,0.3,0,2,3,-3,1,-4
Cc1cccc(-n2nnc(C(=O)Nc3ccc(F)cc3)c2N)c1,0,i,-0.3,1,5,3,0,3,4
O=C(/C=C/C(=O)N1CCc2ccccc2C1)N1CCc2ccccc2C1,-1,i,-0.5,-2,-6,2,9,-1,14
CCc1c(C)nc(SCC(N)=O)c(C#N)c1C,-4,i,-0.6,-6,-2,-4,-1,-5,-1
Cc1cccc(-n2c(SCC(N)=O)nnc2-c2ccco2)c1,-7,i,2.7,0,-10,-2,-10,-1,-10
CCOC(=O)c1nn(-c2cccc(OC)c2)c2nc(CC)c(C#N)c(=O)n12,-1,i,-0.7,1,-1,2,-5,4,6
COc1ccccc1CNc1nc(-c2cc(C)n(C)c2C)cs1,-5,i,x,-2,-66,3,-30,-3,-54
O=C(NC(Cc1ccccc1)C(=O)O)/C(=C\c1ccc(Br)cc1)NC(=O)c1ccc(Br)o1 (configuration not stated),3,i,0.0,-3,2,0,-5,0,6
CC(NC(=O)c1ccc(F)cc1Cl)C1CC2CCC1C2 (configuration not stated),-2,i,1.1,3,1,2,-3,1,2
Cc1nnc(NS(=O)(=O)c2ccc(F)cc2)s1,-3,i,-0.7,-2,-3,-1,-3,1,19
COc1cc(Br)c(C2CC(=O)Nc3cc(OC)c(OC)cc32)cc1OC (configuration not stated),-1,i,-0.5,1,-3,0,-5,-6,-14
O=C1NC(=O)C(c2cn(-c3ccccc3)nc2-c2ccc(F)cc2)N1 (configuration not stated),-2,i,-1.7,-6,0,-2,0,-3,-7
O=C(Nc1nc(-c2ccc3c(c2)OCCO3)cs1)c1ccc(S(=O)(=O)N2CCCCC2)cc1,-3,i,2.5,-7,48,-3,6,2,5
CCc1nc(Nc2ccc3c(c2)OCCO3)c2oc3ccccc3c2n1,-13,i,1.0,10,19,-5,-8,7,-10
O=C(O)/C=C/C(=O)c1ccc2c(c1)NC(=O)CO2,-5,i,1.6,-1,-7,6,0,2,33
O=C(COc1ccccc1)Nc1ccc2c(c1)C(=O)N(CC1CCCO1)C2=O (configuration not stated),-2,i,1.1,1,-10,-2,1,0,3
O=C(O)c1cccc(NC(=O)c2cccc(S(=O)(=O)N3CCc4ccccc43)c2)c1,0,i,1.6,0,0,-1,-21,-1,2
O=C(CCCCC(=O)NCc1cccs1)NCc1cccs1,-1,i,-0.1,-3,-5,2,0,-2,-6
Cc1ccc(F)cc1NC(=O)CSc1nnc(CNC(=O)c2ccco2)n1C,-3,i,0.7,2,-4,1,-5,1,-5
Cc1ccc(CN2CCNC(=O)C2CC(=O)N(C)CCc2ccccc2)cc1 (configuration not stated),-2,i,-0.1,-2,-4,3,23*,-5,9
CCCCN(C(=O)Cc1ccc(S(=O)(=O)N2CCOCC2)s1)c1c(N)n(CC(C)C)c(=O)[nH]c1=O,-12,i,-0.5,-5,-3,1,1,4,-5
O=c1[nH]c2ccc(NC(=S)NC3CCCCC3)cc2[nH]1,-2,i,-0.7,-3,-3,1,-2,4,-4
CCc1nc2ccc(C(=O)NCCCN3CCCC3=O)cn2c1N(C)CCC(C)C,-2,i,0.3,5,-1,1,0,0,0
COc1ccccc1/C=C(\NC(=O)c1cccc(C)c1)C(=O)Nc1ccccn1,-3,i,-0.4,1,0,-4,-1,5,7
CCc1ccc(OCC(=O)OCC(=O)NC2CCCC(C)C2C)cc1 (configuration not stated),-3,i,-1.7,2,-9,1,2,-2,1
Cc1cc(C)cc(NC(=O)COC(=O)c2n[nH]c3ccccc23)c1,-2,i,0.8,-3,-24,-2,9,-4,-21
CC1CCN(c2ccc(C(=O)NCc3cccs3)cn2)CC1,-1,i,0.3,-2,-1,1,-9,0,-8

# 4 entries from above, reformatted.
Molecule	MsrA act	Rpn11 block	MsrA inhibitor	MT1-MMP act inh	FAS-TE inh	Rin1-Abl PPI inh	eLon inh	CSN deneddyl inh	PABP1 MLLE inh
O=C(COc1ccccc1)Nc1ccc2c(c1)C(=O)N(CC1CCCO1)C2=O (configuration not stated)	-2	i	1.1	1	-10	-2	1	0	3
O=C(O)c1cccc(NC(=O)c2cccc(S(=O)(=O)N3CCc4ccccc43)c2)c1	0	i	1.6	0	0	-1	-21	-1	2
O=C(CCCCC(=O)NCc1cccs1)NCc1cccs1	-1	i	-0.1	-3	-5	2	0	-2	-6
Cc1ccc(F)cc1NC(=O)CSc1nnc(CNC(=O)c2ccco2)n1C	-3	i	0.7	2	-4	1	-5	1	-5

# Further entries follow.
SMILES,MsrA act,Rpn11 block,MsrA inhibitor,MT1-MMP act inh,FAS-TE inh,Rin1-Abl PPI inh,eLon inh,CSN deneddyl inh,PABP1 MLLE inh
COc1ccc(CNS(=O)(=O)c2cc3c(cc2C)N(C)CCO3)cc1,-3,i,0.1,0,-4,0,-4,-8,4
COC(=O)C1(C(=O)OC)NOC2C(=O)N(c3ccccc3)C(=O)C21 (configuration not stated),-3,i,-1.7,-2,-6,4,-12,0,-13
COc1cc(CCC(=O)OCC(=O)N(CCC#N)c2ccccc2)cc(OC)c1OC,-2,i,0.8,-2,0,-2,-10,0,4
CCOc1ccc(NC(=O)C(CC(=O)O)Cc2ccc(C)cc2)cc1 (configuration not stated),-5,i,0.4,2,-4,6,3,-2,-5
CCOC(=O)N1CCN(S(=O)(=O)CCNC(=O)c2ccc(OC)cc2)CC1,0,i,-0.8,-1,-6,6,-15,-2,-12
CC(C)NS(=O)(=O)c1ccc(NC(=O)C(C)Oc2ccc(C(=O)c3ccccc3)cc2)cc1 (configuration not stated),8.5*,i,-1.4,-2,29,2,-7,1,-3
CN(C)c1nc(N)nc(CSc2nnnn2-c2ccc(Cl)cc2)n1,1,i,-0.6,0,-8,1,-2,2,-84
COC(=O)CNC(=O)C(C)NC(=O)OCc1ccccc1 (configuration not stated),3,i,0.2,6,-2,1,-3,1,1
COc1ccc2c(c1)c(C(O)CN1CCN(Cc3ccc4c(c3)OCO4)CC1)c(C)n2C (configuration not stated),1,i,0.6,-10,-24,-5,-1,-2,0
O=C(NCc1ccccc1)OC1CC2CC1[C@H]1CCCCN1C2=O (some centres not stated),-12,x,-0.4,3,-13,x,-4,2,x
CN(/N=C/c1ccc(Cl)cc1Cl)c1ncc(Cl)cc1C(F)(F)F,-5,i,0.2,-3,12,3,5,0,-8
COc1ccc(OC)c(-c2cc(C3CCN(c4ncccc4[N+](=O)[O-])CC3)[nH]n2)c1,-1,i,-0.9,-13,27,-5,-3,-1,-6
COc1cc(OC)cc(-c2c(-c3cccs3)c3cc(-c4ccc5cc[nH]c5c4)ccc3n2C)c1,-2,i,1.1,3,36,-1,-12,0,2
CCOCC(=O)Nc1cc(C(=O)OC)ccc1C(=O)OC,-3,i,0.4,1,-4,-3,5,5,-1
CCN(CC(=O)Nc1ccc2c(c1)OCCO2)C(=O)c1ccccc1Br,-2,i,0.3,-1,-5,2,-10,-5,3
CCSc1nc2c(c(=O)[nH]1)C(C(C)C)C(C#N)=C(N)O2 (configuration not stated),-1,i,0.0,1,-6,2,0,3,12
COc1cc(OC)cc(-c2c(-c3cccs3)c3cc(-c4cnc(OC)nc4)ccc3n2C)c1,-1,i,1.2,-2,31,3,-6,2,1
CN(Cc1ccon1)Cc1cn(C)nc1-c1cccc(Cl)c1,-4,i,-0.6,0,1,3,6,-6,13
C/C(=N\O)C(C)(C)Nc1cccc(Br)c1,-2,i,0.3,0,-4,-3,3,5,7
FC(F)(F)c1cnc(Oc2cccc3ccccc23)c(Cl)c1,-3,i,0.6,1,25,-1,5,-5,-12
CCC(O)(CC)C(=O)N/N=C/c1cc(Br)cc(Br)c1O,0,i,0.4,x,22,-3,-6,4,12
Cc1ccc(OCC(=O)Nc2ccc(Cl)cc2)c([N+](=O)[O-])n1,-1,i,0.4,0,21,2,-3,10,-2
CCN(CC)CCCC(C)NC(=O)c1cc(=O)c2ccccc2o1 (configuration not stated),-3,i,0.3,1,-3,-2,3,8,-2
CCCc1c(C(=O)N/N=C/c2ccc(OCc3ccccc3)cc2)nnn1-c1nonc1N,4,i,-0.3,3,-4,-3,-9,0,6
